Screening results as filed in PubChem BioAssay.
NR2E3 ag-1: NR2E3 agonists in two-hybrid cells, primary screen, cell-based, luminescence, CHO-S, Gal4-NCOR/VP16-NR2E3; Photoreceptor-specific nuclear receptor (Homo sapiens), Q9Y5X4; luciferase; inhibition of corepressor binding, % at 3.98 µM; hit rate 0.35% among 360,000; AID 602229, 2012;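 active means inhibition above the mean of all tested compounds plus 3 SD, cut at about 70% in these data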;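 further: 0% = DMSO with NR2E3 transfected cells and 100% = cells lacking NR2E3 construct; higher means lower luciferase signal from less NR2E3 corepressor binding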
Peg3 promoter: Peg3 promoter-driven luciferase inhibitors, primary screen, cell-based, HeLa, luciferase luminescence | HeLa PEG-Prom luciferase reporter, overnight | inhibition, % at 20 µM | hit rate 1.7% among 360,000;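 active means inhibition of at least 50% at 20 µM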
HIF-2a inh: HIF-2a reporter inhibitors, primary screen, luminescence, 786-0 RCC cells; 786-0 RCC cells HIF-2a reporter, luciferase luminescence, overnight; inhibition, % at 18.8 µM; hit rate 0.72% among 360,000;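 active means inhibition of the luminescence signal of 40% or more relative to plate controls, in a single-dose primary screen at 18.75 µM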
MITF TRPM1 inh: inhibitors of MITF-dependent TRPM1 promoter reporter, primary screen, cell-based, SK-MEL-5, single point, luciferase; SK-MEL-5 TRPM1 promoter luciferase, 24 h; AID 488899, 2010; hit rate 0.83% among 330,000; inhibition, % at 12.5 µM;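 active means mean inhibition across replicates of 60% or more, whatever share of single replicates reaches that level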; further: values of inactives mirror those of a sister screen read the other way
H9c2 protect: cardioprotection against H2O2-induced cell death, primary screen, uHTS, H9c2 cells, ATPLite luminescence | H9c2 cardiomyocytes, H2O2 injury protection, 2 h | protection from H2O2 cell death, % at 20 µM | hit rate 0.63% among 360,000;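 active means compounds giving at least 50% protection of heart cells from peroxide-induced death in the single-dose screen, raw or plate-pattern-corrected value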;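 further: 0% = DMSO wells with peroxide and 100% = DMSO wells without peroxide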
PDI turbidity: inhibitors of human PDI, primary screen, biochemical, turbidity, single point, plate reader. PDI insulin aggregation turbidity, A650, 90 min. inhibition, % at 10 µM. hit rate 0.052% among 350,000;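 active means mean inhibition across replicates of 30% or more, whatever share of single replicates reach that level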;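 further: absorbance from insulin aggregation driven by PDI reduction with DTT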
Target sequence (P07237 whole entry, looked up): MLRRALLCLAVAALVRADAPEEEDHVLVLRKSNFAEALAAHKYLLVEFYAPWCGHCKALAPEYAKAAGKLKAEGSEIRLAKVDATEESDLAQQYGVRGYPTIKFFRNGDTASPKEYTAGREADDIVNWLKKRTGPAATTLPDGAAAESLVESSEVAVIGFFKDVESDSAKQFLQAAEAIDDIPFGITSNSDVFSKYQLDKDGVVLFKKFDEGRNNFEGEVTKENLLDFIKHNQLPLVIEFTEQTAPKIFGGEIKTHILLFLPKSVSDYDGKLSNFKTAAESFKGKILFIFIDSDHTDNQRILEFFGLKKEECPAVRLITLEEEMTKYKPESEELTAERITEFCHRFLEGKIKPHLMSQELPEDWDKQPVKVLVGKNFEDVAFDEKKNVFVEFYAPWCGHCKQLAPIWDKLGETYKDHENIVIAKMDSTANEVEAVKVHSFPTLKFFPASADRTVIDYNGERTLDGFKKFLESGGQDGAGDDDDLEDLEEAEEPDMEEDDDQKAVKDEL
hiPSC survival: enhancers of single-cell hiPSC survival, primary screen, ATPlite luminescence; survival enhancement, % at 20 µM; 100% = ROCK inhibitor wells, 0% = DMSO; hit rate 0.044% among 360,000; AID 602274, 2012; in the data active means survival enhancement above about 18%;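 further: cells exposed to compounds for 16 hours before the ATP read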
HTR2A ag: mouse Htr2a agonists via beta-arrestin recruitment, primary screen, cell-based, luminescence; 5-hydroxytryptamine receptor 2A (Mus musculus), P35363; CHO-K1 mHTR2A beta-arrestin complementation; percent of 30 µM serotonin response; activation, % at 7.6 µM; hit rate 0.66% among 360,000; AID 624169, 2012;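 active means activation above a run cutoff, the mean activation of all tested compounds plus 3 SD, cut at about 14% in these data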;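 further: 0% = plate median of compound wells and 100% = 30 µM serotonin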
Target sequence (P35363 whole entry, looked up): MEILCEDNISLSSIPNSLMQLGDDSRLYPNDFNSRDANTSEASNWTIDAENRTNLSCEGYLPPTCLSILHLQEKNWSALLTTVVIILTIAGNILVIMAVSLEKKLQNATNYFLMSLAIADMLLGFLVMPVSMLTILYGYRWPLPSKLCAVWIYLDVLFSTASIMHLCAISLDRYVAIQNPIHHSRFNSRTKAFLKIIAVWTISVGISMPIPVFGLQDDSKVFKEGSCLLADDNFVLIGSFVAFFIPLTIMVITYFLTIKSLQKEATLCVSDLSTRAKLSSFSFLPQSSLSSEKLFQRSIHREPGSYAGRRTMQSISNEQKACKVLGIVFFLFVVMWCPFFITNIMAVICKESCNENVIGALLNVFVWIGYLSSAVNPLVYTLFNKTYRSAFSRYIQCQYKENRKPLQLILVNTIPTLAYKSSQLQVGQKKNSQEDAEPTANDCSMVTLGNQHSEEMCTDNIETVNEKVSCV
Shn3 inh set2: reduction of Shn3 3'UTR firefly luciferase signal, primary screen, Schnurri-3 inhibitor project, cell-based, Clone20 osteoblasts, set 2; Clone20 osteoblast Shn3 3'UTR firefly luciferase, 24 h; inhibition, % at 12.5 µM; hit rate 0.52% among 360,000;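 active means mean inhibition of at least 75% with every replicate also reaching 75%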;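 further: 0% = median of neutral control wells and 100% = pilot-screen positive control compound; some compounds past the cut are filed as inactive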
CaV13 ICDI inh: Primary screen for inhibitors of IQ motif and Ca2+-dependent inactivation inhibitor domain binding in CACNA1D, Förster resonance energy transfer in living cells, …; HEK cells, CFP/YFP FRET ICDI-IQ, plate reader, 10 min; percent FRET-ratio fall versus neutral wells; inhibition, % at 12.3 µM; hit rate 0.098% among 340,000; AID 743397;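 active means mean replicate inhibition of at least 30% and at least 1% of replicates passing that level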;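 further: 0% = median of the neutral control wells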
NR2E3 ag-2: inhibitors of NR2E3-RetCOR corepressor binding, primary screen, NR2E3 agonist project, biochemical, TR-FRET, GST-NR2E3, biotin-RetCOR. Photoreceptor-specific nuclear receptor (Homo sapiens), Q9Y5X4. 1536-well. inhibition of corepressor binding, % at 4.78 µM. hit rate 0.12% among 320,000. AID 2300, 2010;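 active means percent inhibition above the cutoff of mean plus 3 SD of all tested compounds, set per screening campaign, cut at about 20% in these data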;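 further: 0% = DMSO wells and 100% = biotin wells as full block of FRET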
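Material: NR2E3–RetCOR corepressor complex | Quantity: 1.35 nM GST-tagged NR2E3 final | Schedule: 5 h at 4 °C | Replication: Singlicate compound wells | Reagent: RetCOR corepressor, biotinylated, 7 nM | Controls: Biotin wells as high control, 0.6% DMSO wells as low control | Signal: TR-FRET, Eu(K)-anti-GST donor, streptavidin-D2 acceptor, ex 340, em 617/671 nm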
The depositor's hits bear a star; nt = no result given.

SMILES	NR2E3 ag-1	Peg3 promoter	HIF-2a inh	MITF TRPM1 inh	H9c2 protect	PDI turbidity	hiPSC survival	HTR2A ag	Shn3 inh set2	CaV13 ICDI inh	NR2E3 ag-2
COc1ccc(CC(=O)N(CCC2=CCCCC2)c2c(N)n(Cc3ccccc3)c(=O)[nH]c2=O)cc1OC	-10.2	22.4	5.1	-1.8	-1.6	-0.4	-0.1	-3.3	-11.9	-6.5	3.3
Cc1ccc(-n2nc(C)c3c(C)c(CCC(=O)NCCCOC(C)C)c(C)nc32)cc1	-2.1	10.7	11.8	11.9	2.0	5.8	0.7	-2.6	1.7	-17.6	nt
Cc1cccc(OCC(=O)O/N=C(\N)c2ccc(Cl)cc2)c1	-21.6	-91.8	-183.9	-7.8	-12.4	-1.3	-0.5	9.4	-1.9	nt	5.6
COc1ccc(OCC(=O)NC(=S)NNC(=O)COc2ccc(Br)cc2Cl)cc1	-68.0	-30.3	-41.1	-7.7	-9.9	-5.5	0.5	16.2*	-8.4	-4.9	-1.3
C=CCN(C(=O)CNS(=O)(=O)c1ccccc1)C(C(=O)NCCOC)c1cccnc1 (stereo unspecified)	-38.7	1.4	1.9	0.6	-4.3	-10.6	0.9	2.5	7.7	-3.3	-1.3
CN(CCCC1CCCC1)C(=O)CCc1nnc(-c2ccccc2)o1	-70.4	-199.9	-291.2	-82.6	12.1	4.8	0.0	-4.9	-98.1	-6.4	-0.1
CSc1nnc(C)c(=O)[nH]1	-10.7	11.8	-1.5	-2.2	6.9	2.3	-1.0	3.8	-17.4	-7.9	-0.9
COc1ccc(-c2cn(Cc3ccc(C(N)=O)cc3)c(-c3ccncc3)n2)cc1	-69.5	-245.1	-231.5	-102.7	-10.3	-1.5	-1.4	0.9	-79.1	-5.4	2.8
COc1ccc(-c2cc(=O)oc3cc(OC(C)C(=O)NCC4CCC(C(=O)O)CC4)ccc23)cc1 (stereo unspecified)	-37.2	11.9	3.6	14.5	-0.6	nt	-2.7	0.4	-13.9	nt	-1.5
CCCCNC(=S)NNC(=O)CCn1cc(C)cn1	9.5	-9.5	10.1	7.4	6.3	-15.0	-1.3	-5.1	-20.8	-16.3	1.0
COc1cccc(NC(=O)CN(c2cccc(F)c2)S(C)(=O)=O)c1	6.4	9.9	6.2	14.9	6.6	-9.4	-0.1	-4.8	8.6	-6.5	-0.4
Cc1ccc([N+](=O)[O-])cc1NC(=O)Cc1ccc(F)cc1	-8.4	17.2	11.2	-1.4	8.7	-4.0	-0.7	3.2	-2.7	-20.5	-0.1
CC(=O)Nc1ccc(NC(=O)CSc2nnc(N)n2-c2ccccc2)cc1	7.4	16.7	21.2	-5.2	13.8	3.5	0.2	-5.9	5.7	-4.7	nt
CCc1ccc(-c2cc(C)no2)cc1S(=O)(=O)N1CCN(c2cccc(C)c2C)CC1	-5.1	20.8	15.3	-7.0	-11.9	-14.6	1.3	14.0	11.1	-7.2	-0.5
CC1(C)CC[C@]2(CO)CC[C@]3(C)C(=CCC4[C@@]5(C)CC[C@H](O)[C@@](C)(CO)C5CC[C@]43C)[C@@H]2C1 (stereo partly specified)	-12.2	20.8	14.6	3.4	-5.3	10.4	-0.1	5.0	6.2	-6.2	nt
COCCn1c(SCc2cnc(-c3ccccc3)s2)nnc1-c1ccncc1	0.9	-3.8	-8.4	0.6	-4.0	2.7	3.9	10.4	18.6	-2.1	1.8
COC(=O)c1ccccc1NC(=O)CN1CCCCC1	3.5	-5.5	22.9	2.2	-8.3	-3.5	0.5	1.6	-7.7	-4.0	3.2
C/C(=N\NS(=O)(=O)c1ccc(C)cc1)c1ccc(C)o1	8.5	5.6	8.7	-5.5	-1.1	-9.1	-1.0	1.6	9.9	-20.7	0.8
Cc1nn(Cc2c(F)c(F)c(F)c(F)c2F)c(C)c1NC(=O)c1ccc(COc2ccccc2Cl)o1	28.0	13.9	-32.0	6.2	-14.6	0.8	-4.0	-0.9	37.0	-9.4	2.1
CN1CCN(C2CN(Cc3ccc(F)cc3)S(=O)(=O)C2)CC1 (stereo unspecified)	-8.9	-15.0	8.4	nt	0.2	nt	-2.2	3.2	-10.9	-5.7	nt
CCn1nc(C)cc1C(=O)N1CCCC(C(=O)c2ccc(Oc3ccccc3)cc2)C1 (stereo unspecified)	20.3	18.7	15.9	10.4	-10.3	-3.9	-0.4	2.4	-0.4	-2.7	-2.5
COc1ccc(-c2ccc(SCC(=O)Nc3cccc(C(C)=O)c3)nn2)cc1OC	-15.8	-57.6	-145.7	-84.9	2.1	2.6	-0.4	6.4	-2.8	-2.0	0.3
NS(=O)(=O)c1ccc(CCNCC(=O)N2CCC(Cc3ccccc3)CC2)cc1	4.8	28.2	-70.9	4.0	-7.2	3.1	0.4	-4.0	-34.3	-2.1	0.7
COc1ccc(C2CC(c3ccccc3)Nc3nc(NC(=O)c4ccco4)nn32)cc1 (stereo unspecified)	-21.0	8.3	0.0	0.0	7.0	1.2	2.4	1.2	16.4	nt	0.0
COc1cccc2c1OC1(C)CC2N(C(=O)c2ccco2)C(=S)N1c1ccc(F)cc1 (stereo unspecified)	-19.2	12.5	-19.3	1.4	-1.1	-0.4	-1.5	1.7	-29.8	-3.7	-0.7
CC1CCCC(C)N1C(=O)CSc1nc2c(c(=O)n(C)c(=O)n2C)n1C (stereo unspecified)	-11.1	18.2	11.5	2.4	3.7	5.0	1.0	-3.9	-2.3	-2.1	4.3
O=C(Cn1c(CO)nc2ccccc21)NCc1ccc2c(c1)OCO2	18.8	-2.4	8.5	1.1	2.0	-4.7	0.0	-1.9	nt	-3.3	1.1
CCCCC1CCC(C(=O)OCC(=O)N(CCOC)c2c(N)n(Cc3ccccc3)c(=O)[nH]c2=O)CC1 (stereo unspecified)	25.6	15.9	5.0	-1.9	-1.1	5.3	0.4	6.7	0.6	-5.3	-1.0
Cc1cccc(/C=N/NC(=O)C2CCCNC2=O)c1 (stereo unspecified)	1.9	-2.2	-18.3	14.4	6.0	-2.6	0.5	4.2	2.3	-5.3	1.4
CCCNC(=O)C1(C)CCN1C(=O)Cc1ccc(C(C)C)cc1 (stereo unspecified)	-9.4	7.4	8.6	nt	-1.8	0.0	-0.8	-1.6	-5.8	-4.4	nt
CC(=O)Nc1c([N+](=O)[O-])cc2c3c(cccc13)CC2	17.0	-10.8	-7.0	nt	-2.0	nt	-0.1	0.0	2.9	-9.8	nt
C/C(=N/Nc1nc(C)cc(-c2ccccc2)n1)c1ccco1	-40.4	-126.3	-161.0	-42.2	-1.4	9.6	-2.0	-9.1	-28.8	-5.3	-4.1
O=C(c1cccnc1)N(Cc1ccccc1)c1ccccc1	-6.5	6.4	14.0	8.0	6.6	4.6	0.8	-1.5	-1.4	-6.4	-3.8
COC(=O)c1nc2n(n1)C(c1ccc(OC)c(OC)c1)C(C(=O)OC1CCCCC1)=C(C)N2 (stereo unspecified)	-6.6	9.8	22.0	1.0	10.9	-4.4	2.0	-1.5	5.7	-5.7	-7.9
O=C(CCN1C(=O)c2ccccc2C1=O)NC(=S)Nc1cccc(Cl)c1	3.0	-7.7	-10.5	1.0	-8.2	3.7	2.0	0.3	-0.8	0.3	1.9
O=C(NNC(=O)c1ccco1)c1ccccc1	-19.2	-16.7	-22.4	-15.0	0.9	0.5	1.6	-0.6	15.4	-19.3	1.0
CCOC(=O)c1nnsc1N	2.0	8.2	12.4	-5.2	1.6	-1.9	-0.9	2.3	-10.3	-2.4	0.5
CCCC1Cc2nc(Cl)c(C#N)cc2CO1 (stereo unspecified)	-9.6	-2.7	5.1	nt	5.7	-0.9	0.0	0.2	nt	-2.3	2.5
CN1CCN(C2=C(Cl)C(=O)N(CCc3ccccc3)C2=O)CC1	-14.6	-94.7	-137.0	-61.3	1.6	1.5	2.4	-7.4	-39.7	-5.9	5.0
O=c1cc(CSc2ccccc2)[nH]c(=S)[nH]1	-13.7	17.6	2.6	1.4	0.0	2.0	-4.7	1.5	11.0	-5.2	3.3
O=C(NCc1ccccc1)c1ccc(S(=O)(=O)N2CCCc3ccccc32)cc1	2.3	41.6	18.6	5.6	-1.7	6.6	-2.1	-2.5	7.8	-2.8	-3.8
O=C(Nc1nc2c(s1)CCCC2)c1cccnc1	-90.2	-255.7	-280.4	-34.7	-5.4	1.0	-1.9	5.6	-47.4	-4.9	2.1
CN(C)c1ccc(CN(Cc2ccco2)C(=O)c2ccco2)cc1	-22.1	5.6	-13.8	-2.0	0.6	-6.0	-0.2	-9.3	25.6	-0.9	3.1
COC(=O)c1sc(S(=O)(=O)N2CCN(c3ccccc3F)CC2)c(C(=O)OC)c1C	-17.2	18.1	3.3	10.1	-4.1	-0.7	-1.4	-5.8	-6.6	-14.9	nt
Cc1ccc(NC(=O)c2cnccn2)nc1	-51.5	-177.5	-168.3	-73.0	1.0	-2.8	0.4	-2.9	-61.3	nt	nt
COc1ccc(NC(=O)c2sc3ncn(CC(=O)N4CCCCC4)c(=O)c3c2C)cc1OC	4.8	1.7	15.1	1.2	5.8	1.5	-0.1	2.4	-11.2	-3.0	0.3
O=C(c1ccc(Cl)cc1)c1cnc(Nc2ccccc2Cl)s1	-77.8	-306.8	-251.9	-96.1	-15.3	3.0	-1.6	-1.8	-75.3	-5.7	4.8
CCOC(=O)c1csc(NC(=O)COc2ccc(Cl)cc2Cl)n1	-21.3	-3.5	-20.1	-2.3	-10.2	12.8	0.4	0.9	1.1	-3.8	4.0
O=C(CSc1ccccc1F)NCC1(N2CCCCC2)CCCCC1	17.3	-16.5	-10.7	-0.6	3.4	6.9	-0.9	-3.7	15.5	-3.4	4.8

Three compounds already listed, sorted by number of heavy atoms, largest number first.
SMILES	NR2E3 ag-1	Peg3 promoter	HIF-2a inh	MITF TRPM1 inh	H9c2 protect	PDI turbidity	hiPSC survival	HTR2A ag	Shn3 inh set2	CaV13 ICDI inh	NR2E3 ag-2
O=C(NCc1ccccc1)c1ccc(S(=O)(=O)N2CCCc3ccccc32)cc1	2.3	41.6	18.6	5.6	-1.7	6.6	-2.1	-2.5	7.8	-2.8	-3.8
O=C(Nc1nc2c(s1)CCCC2)c1cccnc1	-90.2	-255.7	-280.4	-34.7	-5.4	1.0	-1.9	5.6	-47.4	-4.9	2.1
O=c1cc(CSc2ccccc2)[nH]c(=S)[nH]1	-13.7	17.6	2.6	1.4	0.0	2.0	-4.7	1.5	11.0	-5.2	3.3
